aSyn yeast inh: rescues yeast growth from alpha-synuclein toxicity. Potency, µM (doses to about 46.1 µM), without a hit: top-dose growth rescue (activation), most hits filed as activators. Yeast expressing alpha-synuclein, growth rescue, BacTiter-Glo, 24 h. 0.14% of 370,000 active; also: potency is read from the fitted curve at half-maximal effect; % of control where 0% means no effect; nearly all actives have a fitted effect of over 65% in size
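Readout is rescue of growth in alpha-synuclein-expressing yeast, so inhibitors of toxicity appear as activators. Growth after 24 hr at 30 deg C in galactose medium is quantified by luminescence.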
DRD3 agonist: D3 dopamine receptor (human) agonism; D3R DiscoveRx beta-arrestin cells, luminescence, 90 min; max activation, %; 0.58% of 410,000 active; AID 652048; in the data active = max activation above about 30%; also: 0% is about no effect; mostly tested at two doses, the higher about 12 µM
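Agonist-mode cell screen: cells plated at 1500/well and incubated overnight at 37 °C, then exposed to library compounds for 90 min at 37 °C. Detection reagent was added for 30–60 min at room temperature, and luminescence was read.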
PTHR1 agonist: activates the human parathyroid hormone receptor PTHR1. Potency, µM (titrated, usually from 115 µM), for the others: at the top dose activation, hits mostly activators. Q03431. 0.075% of 410,000 active. HEK293 GP2 PTHR1 cells, GloSensor cAMP luminescence, 1 h. AID 743266; also: potency is read from the fitted curve at half-maximal effect; nearly all actives have a fitted effect of over 55% in size; some results filed as inactive show a strong effect at the top dose; inactives centre near -15; many of its hits are not listed in these tables
Target sequence (Q03431 whole entry, looked up): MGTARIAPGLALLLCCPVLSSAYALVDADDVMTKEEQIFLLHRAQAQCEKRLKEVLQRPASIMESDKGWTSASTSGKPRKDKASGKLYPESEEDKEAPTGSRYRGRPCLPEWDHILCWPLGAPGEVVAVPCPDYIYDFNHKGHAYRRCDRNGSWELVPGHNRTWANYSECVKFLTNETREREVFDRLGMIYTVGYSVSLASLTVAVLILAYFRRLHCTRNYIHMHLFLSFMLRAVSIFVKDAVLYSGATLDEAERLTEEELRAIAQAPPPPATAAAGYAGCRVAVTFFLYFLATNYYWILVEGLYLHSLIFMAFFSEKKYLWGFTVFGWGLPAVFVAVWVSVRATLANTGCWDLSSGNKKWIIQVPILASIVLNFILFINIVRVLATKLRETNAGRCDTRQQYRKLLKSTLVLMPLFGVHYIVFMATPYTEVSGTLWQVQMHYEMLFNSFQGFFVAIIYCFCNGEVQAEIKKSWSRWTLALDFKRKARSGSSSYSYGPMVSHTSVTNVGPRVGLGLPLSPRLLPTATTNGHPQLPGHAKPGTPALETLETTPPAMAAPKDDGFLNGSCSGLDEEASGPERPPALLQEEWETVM
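HEK-293-derived GP2 cells expressing PTHR1 and a GloSensor cAMP reporter, 3,000/well, plated overnight, given luciferin plus IBMX (each 0.5 mM as added) for 1 h at 37 °C, then compound for 1 h at 37 °C. Luminescence was read after 15 min at room temperature.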
KB-V1 cytotox: KB-V1 MDR subline cytotoxicity; KB-V1 MDR cells viability, CellTiter-Glo, 72 h; 3.4% of 400,000 active; Potency, µM (titrated, usually from 46.1 µM), for inactives: at the top dose activity change, negative = cytotoxicity, most hits filed as cytotoxic; also: potency is read from the fitted curve at half-maximal effect; % is scaled to controls: 0 for no effect and ±100 for the full control effect; nearly all actives have a fitted effect of over 60% in size
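Drug-selected KB-V1 cells, grown in DMEM lacking phenol red with 10% FBS, receive compound titrations; after three days at 37 degrees C, surviving cell ATP is quantified by CellTiter-Glo luminescence and responses normalized and curve-fitted.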
D3 antag: antagonists of human D3 dopamine receptor. P35462. D3R cells, DiscoveRx beta-arrestin luminescence, antagonist mode; active compounds read low. max response, negative = inhibition, %. 2.5% of 360,000 active; in the data active = max response below about -50%; inconclusive = no clear call, values can overlap the other calls; also: % is scaled to controls: 0 for no effect and ±100 for the full control effect; mostly tested at two doses, the higher about 12 µM
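Cells expressing the human receptor were seeded at 1500 cells/well, incubated overnight at 37 degrees C in 5% CO2, then exposed to library compounds with dopamine controls for 90 minutes at 37 degrees C before luminescent detection.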
GLP1R inv ag: GLP-1 receptor (human) inverse agonism; HEK293 GLP-1R CRE-luciferase, luminescence, 24 h; GLP-1R form is constitutively active; 1.6% of 410,000 active; Potency, µM (doses to about 38.3 µM), inactives show at the top dose activity change, negative = inhibition, most hits filed as inhibitors; AID 624417; also: potency is read from the fitted curve at half-maximal effect; % is scaled to controls: 0 for no effect and ±100 for the full control effect; nearly all actives have a fitted effect of over 55% in size
Target sequence (P43220 whole entry, looked up): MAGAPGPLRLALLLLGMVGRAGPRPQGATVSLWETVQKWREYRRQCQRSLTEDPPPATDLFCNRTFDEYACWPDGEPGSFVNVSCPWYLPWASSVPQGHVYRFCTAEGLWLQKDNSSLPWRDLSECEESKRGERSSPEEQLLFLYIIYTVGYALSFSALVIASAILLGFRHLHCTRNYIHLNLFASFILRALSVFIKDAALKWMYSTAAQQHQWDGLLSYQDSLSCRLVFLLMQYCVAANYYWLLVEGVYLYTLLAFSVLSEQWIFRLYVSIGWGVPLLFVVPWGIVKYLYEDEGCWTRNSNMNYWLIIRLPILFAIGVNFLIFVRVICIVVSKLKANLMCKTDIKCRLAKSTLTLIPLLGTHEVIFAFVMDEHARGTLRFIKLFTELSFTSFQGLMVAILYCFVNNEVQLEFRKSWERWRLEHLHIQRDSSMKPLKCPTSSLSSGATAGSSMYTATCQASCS
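Stable HEK293 clone (constitutively active GLP-1R + cAMP-response luciferase); 200 cells/uL plated, 12 h pre-culture, compound 24 hr, 37 deg C/5% CO2; detection reagent 12 min RT; luminescence.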
GLP1R ag: activates the human GLP-1 receptor | P43220 | HEK293 GLP-1R CRE-luciferase, luminescence, 4-6 h; cells express a hypersensitive GLP-1R form | Potency, µM (titrated, usually from 45.6 µM), without a hit: at the highest dose activation, usual class: activators | 0.007% of 380,000 active | AID 624172; also: potency is read from the fitted curve at half-maximal effect; % of control where 0% means no effect
TDP-43 yeast inh: TDP-43 toxicity inhibition in yeast; TDP-43 expressing yeast growth rescue, BacTiter-Glo, 24 h; Potency, µM (titrated, usually from 46.1 µM), without a hit: at the top dose growth rescue (activation), actives largely listed as activators; 1.8% of 410,000 active; AID 652104; also: potency is read from the fitted curve at half-maximal effect; % of control where 0% means no effect; nearly all actives have a fitted effect of over 50% in size
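In this qHTS, compounds that restore growth of yeast expressing TDP-43 appear as activators. Cells (OD600=0.02, galactose medium, raffinose-pregrown) are incubated with compound 24 hr at 30 deg C and growth is quantified by BacTiter-Glo.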
GLP1R cytotox: cytotoxicity counter-screen for GLP-1 receptor inverse agonists. HEK293 cAMP-luciferase reporter cells, luminescence, 24 h. Potency, µM (titrated, usually from 38.3 µM), for inactives: at the highest dose activity change, negative = inhibition, most hits filed as inhibitors. 0.13% of 410,000 active;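 also: loss of luciferase light is scored as toxicity; potency is read from the fitted curve at half-maximal effect; % is scaled to controls: 0 for no effect and ±100 for the full control effect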
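MLSMR compounds, 24 hr on cells at 37 deg C/5% CO2; luminescence after luciferase reagent (12 min RT). Inhibition counted as the undesired cytotoxic outcome.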
* = called active by the depositor; i = inactive; ? = inconclusive; nt = no result given; & = joins results of further samples; [ ] = another dose, or the depositor's remark. Unless noted, calls follow the shape of the dose curve; as a rule, active = well fitted curve in the direction sought with a large enough effect; inconclusive = small, poorly fitted or top-dose-only effect, or another doubt; inactive = no such curve, though single readings can be large; an effect the other way counts as inactive or inconclusive. An excerpt; rates above refer to the full screens.

SMILES	aSyn yeast inh	DRD3 agonist	PTHR1 agonist	KB-V1 cytotox	D3 antag	GLP1R inv ag	GLP1R ag	TDP-43 yeast inh	GLP1R cytotox
O=C(NC1CCCCC1)C(c1ccc(C(F)(F)F)cc1)n1c(=O)c(-c2ccccc2)nc2ccccc21 (stereo not given)	-2%	-13	-38%[inhibitor]	-13%	-10	?	nt	27%	-8%
CC1(c2cccc(Br)c2)NC(=O)N(CC(=O)Nc2ccc3c(c2)OCO3)C1=O (stereo not given)	-10%	-2	-19%	-3%	-11	?	2%	8%	0%
O=C(O)c1ccc(N2C(=O)C3C4c5ccccc5C(Br)(c5ccccc54)C3C2=O)cc1 (stereo not given)	-24%	-5	-27%	-1%	-1	-5%	-1%	?	12%
O=S1(=O)N[C@@H](Cc2ccccc2)COc2cc(Br)ccc21	9%	25	-66%[inhibitor]	1%	8	?	6%	?	12%
Cc1cccc(C)c1NC(=O)NC1(C(=O)N2CCOCC2)CCCCC1	0%	-1	i	-11%	6	0%[7.66 µM]	-1%	8%	-2%[7.66 µM]
COc1ccc(/C=C/C(=O)NCCOc2ccccc2OC)cc1	14%	0	-2%	-10%	12	25%	8%	?	-16%
Cc1ccc(N2CC(NC(=O)Cc3ccc(F)cc3)CC2=O)cc1 (stereo not given)	nt	-4	i	nt	nt	2%	nt	24%	2%
Cc1nn(C)cc1S(=O)(=O)Nc1ccc(C(F)(F)F)cc1	11%	-1	-6%	18%	-12	-5%	9%	11%	0%
Fc1ccc(C2Nc3cccc4cccc(c34)N2)cc1	-8%	-4	i	-18%	-75*	-6%	-2%	-4%	4%
Cc1c(Cl)cccc1NC(=O)c1ccc2c(c1)nnn2C1CCCC1	nt	-19	i	?	nt	?	nt	-8%	-21%
CCN(CC)c1ccc(NC(=O)COC(=O)CCC(=O)c2cccs2)cc1	-2%	-3	-25%	26%	-3	7%	1%	9%	-5%
O=C(NC1CCCCCC1)C1CCN(c2nc3ccccc3o2)CC1	-7%	4	-81%[inhibitor]	?	20	-15%	8%	?	-2%
CCCC(=O)NCCCc1nc2ccccc2n1C(C)C	3%	-2	i	-1%	-13	5%	9%	?	-2%
CN(C)CC(C)(C)NS(=O)(=O)c1ccc(Cl)cc1	-7%	6	i	12%	9	-21%	6%	-15%	2%
Cc1ccc2c(=O)cc(CSc3nnc(-c4ccccc4)n3C)[nH]c2c1C	nt	-1	-33%[inhibitor]	25%	nt	15%	nt	23%	2%
CCCn1c(C)cc(/C=C(\C#N)C(=O)OCC(=O)Nc2cccc(S(N)(=O)=O)c2)c1C	-2%	-2	-2%	27%	-3	0%	11%	2%	5%
CCCn1c(C(O)c2ccc(OC)c(OC)c2)nc2ccccc21 (stereo not given)	-2%	10	-36%[inhibitor]	-10%	16	-22%	5%	6%	1%
COC(=O)C1CC(=O)c2sccc2C1 (stereo not given)	-1%	-3	i	0%	20	29%	-1%	-13%	2%
Cc1cc(NC(=O)CCN2C(=O)/C(=C/c3ccccc3Cl)SC2=S)no1	-8%	2	i	?	3	27%	-6%	16%	4%
CCOc1ccc(C2C3=C(CCCC3=O)OC(N)=C2[N+](=O)[O-])cc1 (stereo not given)	5%	3	i	6%	9	3%	3%	15%	2%
N#CC1=C(N)OC2=C(C(=O)CC(c3ccco3)C2)C1c1ccc(OCc2c(F)cccc2Cl)cc1 (stereo not given)	11%	2	-47%[inhibitor][57.5 µM]	-2%	-16	10µM*	-14%	7%	-2%
C/C(CC(=O)Nc1ccc(OCc2ccccc2)cc1)=N\NC(=O)C(=O)Nc1ccccc1C	6%	2	-10%	4%	19	?	-12%	?	?
Cc1cccc(C2CC(c3ccc(Cl)cc3)Nc3nc(N)nn32)c1 (stereo not given)	3%	0	-32%	-10%	-12	-13%	13%	0%	9%
Cc1ccccc1-c1cc2nc(NCc3ccccc3)n(C)c(=O)c2s1	?	-10	-3%	-19%	0	?	-1%	?	5%
O=C(Nn1cnnc1)c1ccc(Cl)c(Cl)c1	5%	13	-5%	-7%	17	-5%	-1%	10%	0%

Going on with the list.
SMILES	aSyn yeast inh	DRD3 agonist	PTHR1 agonist	KB-V1 cytotox	D3 antag	GLP1R inv ag	GLP1R ag	TDP-43 yeast inh	GLP1R cytotox
CCOc1ccc(CCNC(=O)c2cc3sccc3n2CC)cc1OCC	9%	-16&2	-27%	?	-23	?	2%	11%&0%	-1%&13%
C/C(=N/NC(=O)c1ccc(-c2ccccc2)cc1)c1cccc(O)c1	-11%	25	-4%	-16%	17	?	5%	5%	-2%
CCCCn1c(N)c(N(Cc2ccccc2OC)C(=O)COc2ccc(C)cc2)c(=O)[nH]c1=O	1%	5	i	19%	-2	7%	0%	16%	-8%
COCCn1c(=O)[nH]c2cc(C(=O)Nc3ccc(OC)c(Cl)c3)ccc2c1=O	-1%	9	-71%	-3%	14	-4%	-1%	3%	0%
CC(Oc1ccc(Cl)cc1Cl)C(=O)OCC(=O)c1c(N)n(C)c(=O)n(C)c1=O (stereo not given)	10%	6	-3%	30%	-3	2%	0%	0%	-7%
CS(=O)(=O)N(CC(=O)N1CCCCCC1)c1ccc2c(c1)OCCO2	18%	-18	i	-17%	-19	1%	5%	-16%	-10%
N#Cc1cccc(Oc2ccc(-c3cnc4ccccc4n3)cc2)c1C#N	4%	0	i	-28%	10	6%	-4%	9%	-1%[1.53 µM]
O=C(CN1C(=O)C2CCCCN2c2ccc(C(=O)N3CCCC3)cc21)NCc1ccccc1 (stereo not given)	nt	10	i	4%	nt	1%	nt	22%[9.22 µM]	3%
Cc1c(C)c([N+](=O)[O-])c(C)c(C)c1N	12%	-1	i	11%	-6	-2%	0%	30%	-1%
O=C(C1CCN(S(=O)(=O)c2cccc3nsnc23)CC1)N1CCc2ccccc21	4%	-4	-24%[57.5 µM]	?	-3	?	-12%	?	-18%
CCOc1cc(OCC)cc(C(=O)Nc2cccnc2)c1	1%	4	-3%[57.5 µM]	6%	9	-2%	-5%	-6%	8%
CC(C)C[C@H]1CNC(=O)C(=O)N1CC1CCN(CCC(C)c2ccccc2)CC1 (stereo not given in full)	-5%	-22	?	-33%	?	3%	-4%	-1%	-1%
COc1ccccc1NC(=O)N1CCN(c2nnc(C)c3c(C)n(-c4ccccc4)nc23)CC1	nt	-16	-17%	-15%	nt	-12%	-2%	-10%	-6%
Cc1c(CNC(=O)C2CC2)c(-n2cccc2)n(Cc2ccccc2)c1C	-2%	-4	-16%	18%	-7	?	9%	10%	1%
Cn1nc(C(=O)Nc2cc(F)ccc2F)c2c1-c1ccccc1SC2	nt	7	-15%	nt	nt	1%	nt	13%	1%
CC(NC(=S)NC(=O)c1ccccc1)c1ccccc1 (stereo not given)	-16%	6	i	0%	-12	?	-3%	?	?
CN1C(C(=O)Nc2ccc(F)cc2F)=CC(c2cccs2)=NS1(=O)=O	4%	-9&-3	-2%	-27%&19%	22	0%&3%	0%	-9%&9%	-1%&12%
N/C(=N\OC(=O)CC1CCCCC1)c1ccc([N+](=O)[O-])cc1	-6%	-3	-43%[inhibitor]	13%	-6	5%	3%	18µM*	6%
CC1(c2ccc3ccccc3c2)NC(=O)N(CC(=O)NCC(C)(C)N2CCOCC2)C1=O (stereo not given)	-1%	-2	i	18%	-2	-8%	3%	-14%	0%
CCOC(=O)C1CCN(C(=O)CC2C(=O)N(Cc3ccccc3)C(C)c3nc4ccccc4n32)CC1 (stereo not given)	0%	-1	i	?	-17	5%	1%	-14%	5%
Cc1ccc2c(c1)c1c(c(=O)n(-c3ccccc3C)c(=O)n1CC(=O)NCC1CCCO1)n2C (stereo not given)	4%	-6&-4	-10%&-2%	-14%&10%	-17	9%&-7%	-2%&0%	-1%&20%	0%&-6%
CCS(=O)(=O)c1nc(S(=O)(=O)c2ccc(C)cc2)c(N2CCCC(C)C2)s1 (stereo not given)	3%	2	-67%[inhibitor]	-16%	10	?	-4%	18%	-5%
C[C@@H](O)CC#Cc1ccc2oc(=O)c(-n3cc(-c4ccsc4)nn3)cc2c1	1%	12	i	-5%	18	-10%	-4%	11%	6%
O=C(NC(Cc1ccccc1)C(=O)N1CCN(S(=O)(=O)c2ccccc2)CC1)c1ccccc1 (stereo not given)	0%	-3	i	?	-7	-24%	10%	-20%	-5%
CCOC(=O)c1c(NC(=O)Cn2c(C)nc3ccccc32)sc2c1CCC2	1%	4	-35%[inhibitor]	0%	2	-11%	4%	21%	-16%

The list continues.
SMILES	aSyn yeast inh	DRD3 agonist	PTHR1 agonist	KB-V1 cytotox	D3 antag	GLP1R inv ag	GLP1R ag	TDP-43 yeast inh	GLP1R cytotox
C/C(Cl)=C/Cn1c(N2CCCC2)nc2c1c(=O)n(C)c(=O)n2C	-2%	0	-30%	-28%	38	4%	9%	20%	-4%
CCN(C(=O)c1ccc2c(c1)OCO2)C12CC3CC(CC(C3)C1)C2	-18%	-3	-16%	-5%	-1	11µM*	28%	0%	1%
CC(O)CN(C)CC/C=C1/c2ccccc2CSc2ccccc21 (stereo not given)	3%	-10	-13%	-22%	-8	?	-2%	10%	0%
C=CCn1c(COc2ccccc2OC)nc2ccccc21	3%	1	i	2%	5	?	11%	?	0%
CN(CC(=O)O/N=C(\N)c1ccccn1)S(=O)(=O)c1ccccc1	-6%	3	i	17%	?	7%	-9%	-14%	1%
O=C(O)CCCC(=O)Nc1cccc(C(F)(F)F)c1	3%	-13	i	10%	-17	17%	10%	5%	85%[activator]
Cn1c(=O)c2sccc2n2c(CCC(=O)NCc3ccc(Cl)cc3)nnc12	nt	-17	-6%	?	nt	2%	nt	-8%	0%

From PubChem BioAssay
